Screening data as filed in PubChem.
GDH-TPI inh: inhibits GDH-TPI coupling enzymes, artifact for Mtb FBA screen; inhibition, % at 4.8 µM; GDH-TPI coupled enzyme counterscreen, NADH absorbance; 360,000 tested, 1.2% active;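 note: 0% = DMSO wells and 100% = wells lacking the enzyme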
MazF activator: activators of E. coli MazEF toxin-antitoxin RNase | P0AE70 | FAM/BHQ RNA-DNA oligo cleavage fluorescence, 5 h | activation, % at 20 µM | 350,000 tested, 0.32% active | AID 504720; in the data active = activation above about 50%
Target sequence (P0AE70 whole entry, looked up): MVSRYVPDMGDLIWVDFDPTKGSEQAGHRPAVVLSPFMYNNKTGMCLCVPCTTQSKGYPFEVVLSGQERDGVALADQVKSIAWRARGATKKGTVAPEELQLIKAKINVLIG
UGM FP inh: blocks M. tuberculosis UGM enzyme. inhibition, % at 10 µM. purified UGM, fluorescence polarization probe displacement. 320,000 tested, 0.06% active; in the data active = inhibition above about 10%, passing the limit was not always enough; inconclusive = no clear call, values can overlap the other calls
Target sequence (P9WIQ1 whole entry, looked up): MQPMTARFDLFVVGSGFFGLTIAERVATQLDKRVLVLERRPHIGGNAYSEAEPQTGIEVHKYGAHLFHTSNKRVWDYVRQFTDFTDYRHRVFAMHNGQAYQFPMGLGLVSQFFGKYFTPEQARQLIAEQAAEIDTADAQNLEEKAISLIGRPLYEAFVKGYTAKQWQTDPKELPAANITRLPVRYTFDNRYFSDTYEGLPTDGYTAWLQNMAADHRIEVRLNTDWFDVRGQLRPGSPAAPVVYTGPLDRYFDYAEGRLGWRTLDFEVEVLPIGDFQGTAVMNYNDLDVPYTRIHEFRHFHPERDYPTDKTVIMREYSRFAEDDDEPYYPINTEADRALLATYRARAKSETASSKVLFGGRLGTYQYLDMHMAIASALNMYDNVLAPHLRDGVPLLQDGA
CCHFV vOTU inh: blocks the CCHF virus ovarian tumor domain protease; CCHFV vOTU protease, Pep-AMC fluorescence; inhibition, % at 11.5 µM; 370,000 tested, 0.55% active; note: 0% = vehicle wells with enzyme and 100% = no enzyme wells
BoNT F protease: BoNT F light chain protease inhibition; 360,000 tested, 0.22% active; inhibition, % at 10 µM; Multiplex microsphere protease cleavage assay, flow cytometry; in the data active = inhibition above about 35%, passing the limit was not always enough; inconclusive = no clear call, values can overlap the other calls; note: plate controls were buffer without enzyme for full effect and enzyme alone for no effect
DUSP3 inh: blocks human VHR1 dual specificity phosphatase | P51452 | recombinant VHR phosphatase, pNPP absorbance | 290,000 tested, 0.52% active | AID 1654 | inhibition, % at 13.3 µM; in the data active = inhibition above about 50%; note: some compounds called inactive have numbers as strong as hits
Target sequence (P51452 whole entry, looked up): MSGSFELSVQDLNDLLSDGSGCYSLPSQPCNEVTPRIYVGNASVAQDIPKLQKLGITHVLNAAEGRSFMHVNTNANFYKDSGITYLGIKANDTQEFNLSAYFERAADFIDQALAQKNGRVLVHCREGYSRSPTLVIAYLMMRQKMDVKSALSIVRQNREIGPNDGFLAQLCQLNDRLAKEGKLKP
Rv3671c inh: inhibits the M. tuberculosis serine protease Rv3671c | inhibition, % at 5.96 µM | P9WHR9 | AID 2606 | 320,000 tested, 0.048% active; in the data active = inhibition above about 38%;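 note: extracellular domain of Rv3671c used as enzyme; 0% = enzyme with DMSO and 100% = no enzyme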
FBA Mtb inh: inhibitors of M. tuberculosis fructose-bisphosphate aldolase | P9WQA3 | purified M. tuberculosis FBA, fluorescence read-out | inhibition, % at 1 µM | 360,000 tested, 2.3% active | AID 588726; in the data active = inhibition above about 27%;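 note: 0% = vehicle and 100% = reference inhibitor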
Target sequence (P9WQA3 whole entry, looked up): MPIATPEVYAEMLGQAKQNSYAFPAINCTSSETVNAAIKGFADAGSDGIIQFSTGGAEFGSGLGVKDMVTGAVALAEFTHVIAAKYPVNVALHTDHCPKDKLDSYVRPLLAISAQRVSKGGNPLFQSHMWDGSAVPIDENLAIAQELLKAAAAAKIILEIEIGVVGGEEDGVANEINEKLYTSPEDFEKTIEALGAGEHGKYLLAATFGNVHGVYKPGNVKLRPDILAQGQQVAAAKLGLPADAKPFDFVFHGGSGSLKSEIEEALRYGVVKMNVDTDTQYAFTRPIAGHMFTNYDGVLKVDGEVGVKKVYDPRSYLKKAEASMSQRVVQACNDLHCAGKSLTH
FadD28 binding: M. tuberculosis FadD28 bisubstrate binding inhibition | FadD28 bisubstrate probe binding, fluorescence polarization | 360,000 tested, 0.22% active | inhibition, % at 12.5 µM; in the data active = inhibition above about 8.5%, passing the limit was not always enough; inconclusive = no clear call, values can overlap the other calls
BioA inh: blocks M. tuberculosis BioA enzyme activity | purified M. tuberculosis BioA enzyme, plate reader | inhibition, % at 9.99 µM | 360,000 tested, 0.096% active | AID 602481; in the data active = inhibition above about 40%; inconclusive = no clear call, values can overlap the other calls
Active calls of the source: *; ? = inconclusive; nt = not tested or not shown; & = joins results of further samples. Cut-off read from the data, not from the text of the source, unless noted: active = inhibition above about 30%; inactive = the rest. Compounds were not picked by outcome; any-hit rate near 4.9%.

SMILES	GDH-TPI inh	MazF activator	UGM FP inh	CCHFV vOTU inh	BoNT F protease	DUSP3 inh	Rv3671c inh	FBA Mtb inh	FadD28 binding	BioA inh
O=C(COC(=O)c1cccc(S(=O)(=O)N2CCOCC2)c1)NCc1ccccc1	10	5	4.1	3	-3	nt	-4	1	-0.3	nt
COC(=O)c1cccc(CN2C(=O)C(C)Sc3cc(Cl)ccc32)c1 (configuration not stated)	9	nt	nt	-1	-3	nt	nt	-1	-2.4	-1.0
N#Cc1cnn2ccc(-c3cc(N4CCOCC4)ccc3[N+](=O)[O-])nc12	8	8	1.6	6	-2	26	3	-12	-3.3	nt
COc1cccc(NC(=O)C2C3CC4OC(=O)C2C4C3)c1 (configuration not stated)	3	3	0.6	0	-21	0	-3	3	-2.0	-1.9
CCc1cccc2c1NC(=O)C2=O	8	10	nt	3	-6	nt	nt	-1	-1.1	-1.2
Cc1ccc2nc(-c3ccc(NC(=O)COC(=O)c4ccc(Br)o4)cc3)sc2c1	25	-12	-3.0	-26	6	8	-15	21	0.5	-1.1
COc1cccc(S(=O)(=O)N(C)C[C@@H]2OCc3cnnn3CCCC(=O)N([C@H](C)CO)C[C@@H]2C)c1	0	4	nt	-6	2	nt	nt	2	1.2	-3.8&-1.2
Cc1ccc(NC(=S)N2CCCC2)cc1Cl	6	0	-0.3	-4	-1	19	nt	-2	-3.0	-0.1
O=C(NCC(O)CO)c1ccc2[nH]c3ccccc3c2c1 (configuration not stated)	-3	-5	-2.7	-13	1	18	1	63*	-2.3	-0.6
COC(=O)c1cc(NC(=O)CC2SCCNC2=O)cc(C(=O)OC)c1 (configuration not stated)	4	0	1.0	8	5	21	2	4	-3.0	-0.8
O=C(CSc1ncn[nH]1)NCc1ccc2c(c1)OCO2	-4	13	-3.1	-13	-4	33	3	4	-1.4	0.1
CCc1nn(C(C)C(=O)N2CCN(c3ccccc3)CC2)c(=O)c2cc3occc3n12 (configuration not stated)	0	4	-0.2	7	-3	-10	11	3	-2.8	nt
Cc1ccc(S(=O)(=O)NC2=NCN(C)CN2)cc1[N+](=O)[O-]	-5	4	0.6	-6	-4	-3	1	-2	-2.7	2.5
CCn1nnc2sc3c(c2c1=O)CCC(C)C3 (configuration not stated)	14	14	-1.7	-1	1	6	8	8	0.7	0.1
CCOC(=O)N/N=C/c1ccc(OCCSc2ccc(Cl)cc2)c(OCC)c1	-1	-10	-1.3	-7	2	-2	-13	1	-2.0	-0.8
COc1cccc(-c2nnc(SCC(=O)N(C(C)C)C(C)C)o2)c1	5	-4	3.1	1	-5	7	-15	0	0.2	1.6
Cc1cc(C(=O)COC(=O)c2n[nH]c3ccccc23)c(C)n1C	5	0	-0.8	-2	0	-1	-2	3	-3.9	0.1
CCN(Cc1nc2ccccc2c(=O)[nH]1)C(=O)c1cccc(NC(=O)c2cccs2)c1	17	-1	nt	-14	10	nt	nt	-4	-0.7	2.0
CCOC(=O)c1cc2c(OC)c(OC)ccc2c2[nH]cc(C#N)c(=O)c12	6	4	nt	-20	-1	nt	nt	5	-0.7	nt
O=S1(=O)CCN(C2CCCCCCCCCCC2)CC1	-14	3	nt	8	-2	nt	nt	0	-3.0	nt

Already shown: 3 of the compounds above.
SMILES	GDH-TPI inh	MazF activator	UGM FP inh	CCHFV vOTU inh	BoNT F protease	DUSP3 inh	Rv3671c inh	FBA Mtb inh	FadD28 binding	BioA inh
Cc1ccc(S(=O)(=O)NC2=NCN(C)CN2)cc1[N+](=O)[O-]	-5	4	0.6	-6	-4	-3	1	-2	-2.7	2.5
CCn1nnc2sc3c(c2c1=O)CCC(C)C3 (configuration not stated)	14	14	-1.7	-1	1	6	8	8	0.7	0.1
CCOC(=O)N/N=C/c1ccc(OCCSc2ccc(Cl)cc2)c(OCC)c1	-1	-10	-1.3	-7	2	-2	-13	1	-2.0	-0.8

Other results
SMILES	GDH-TPI inh	MazF activator	UGM FP inh	CCHFV vOTU inh	BoNT F protease	DUSP3 inh	Rv3671c inh	FBA Mtb inh	FadD28 binding	BioA inh
Cc1ccc(CS(=O)(=O)Cc2ccc(C(=O)NCc3ccco3)o2)cc1	9	5	-0.6	0	-4	47	3	0	-1.0	-0.7
CS(=O)(=O)c1sc(C(=O)NC(=S)Nc2ccc(OC(F)(F)F)cc2)c2c1C=CCC2	nt	1	2.5	23	-5	9	1	nt	-4.2	nt
CC(C)Oc1ccc(CNC(=O)Cn2c(=O)oc3ccccc32)cc1	9	2	0.5	-10	-6	17	-10	-3	-2.6	0.2
Cc1oc2c(c1C(=O)Nc1cccc(C(=O)O)c1)CCCC2	5	0	-0.8	-2	4	-2	-1	1	-0.9	1.1
O=c1c2c3c(sc2nc2sc(C4CC4)nn12)CCCC3	4	5	-0.2	nt	-9	-8	-9	1	-3.8	-2.5
Cc1cccc(OCC(=O)Nc2ccc3oc(=O)ccc3c2)c1	5	5	-3.8	8	10	-22	3	8	-3.9	1.6
COc1ccc(NS(=O)(=O)/C=C/c2ccccc2)cc1	-1	16	-0.3	22	4	-10	-3	2	-1.0	nt
Cn1c2ccccc2c(=O)c2c(=O)n(C3CCCCCC3)c(C3CCCCC3)nc21	6	-6	nt	7	8	110	nt	1	-4.0	-1.6
CC(C)(C)c1cc(NC(=O)C2(C)CCN2C(=O)C2(c3ccccc3)CCCC2)no1 (configuration not stated)	7	nt	nt	-5	0	nt	nt	-1	-1.6	0.5
COCCCNC(=O)C1CC(=O)N(C2CCCC2)C1 (configuration not stated)	-11	-2	0.8	14	5	27	0	2	-3.9	-3.2
COc1ccccc1NC(=O)c1cc(C)nc2ccccc12	2	-1	0.2	9	-7	15	-5	-3	-0.2	-0.4
CCn1c(CNS(=O)(=O)c2ccc(Cl)cc2)n[nH]c1=S	2	4	1.9	1	-6	21	-22	0	-3.3	nt
CCCCN(Cc1nc2ccccc2c(=O)[nH]1)C(=O)CN1C(=O)NC2(CCCCC2)C1=O	7	4	-2.6	-3	2	nt	-4	0	-2.9	0.9
Cc1ccc(CONC(=O)c2ccccc2Cl)cc1	-7	-3	nt	4	?	nt	nt	-1	0.1	-1.7
Cc1nc2cc(-c3ccc(Cl)cc3)nn2c(C)c1CCC(=O)NC(C)c1ccc2c(c1)OCCO2 (configuration not stated)	-1	-1	1.3	-8	-13	8	-21	12	-0.3	0.8
O=C(COc1ccccc1)NC(=S)Nc1cccc2c(O)cccc12	8	3	nt	17	3	nt	nt	0	-1.0	nt
COc1ccccc1Nc1n[nH]c(=S)s1	8	-4	nt	-12	-3	51*	0	-3	-2.3	nt
O=C1[C@@H](c2ccccc2)[C@@H](c2ccccc2)N1c1cccnc1	10	1	nt	7	-4	nt	nt	5	-2.5	0.9
COC(=O)[C@H](C(C)C)N(Cc1ccccc1)S(=O)(=O)CCN1CCN(c2ccccc2)CC1	-2	2	nt	11	-4	nt	nt	6	-3.2	0.2
CCCC(=O)Nc1nc(C(=O)OCC)cs1	6	4	0.7	-15	-2	15	2	0	-0.8	0.5
Oc1ccc(/C=N/N(c2ccccc2)c2ccccc2)cc1O	4	-16	-3.1	9	-4	22	1	-1	2.6	0.0
CC(=O)c1ccc(NC(=O)C(C)OC(=O)c2ccc3c(c2)nc(C)n3-c2ccccc2)cc1 (configuration not stated)	-6	-7	0.1	1	-2	8	-23	-2	-4.1	nt
CCOC(=O)/C(=C\C=C\N1CCOCC1)C(C)=O	8	2	-0.2	-2	2	-10	5	1	0.9	nt
COc1ccc(NC(=O)COc2ccc(S(=O)(=O)N3CCOCC3)cc2C)cc1OC	-5	1	1.6	3	-2	22	6	-2	-2.0	-0.4
O=C(COc1ccc(-n2cnnn2)cc1)N1CCN(c2ccc(F)cc2)CC1	11	13	-1.9	-8	-18	-3	-14	4	-1.9	nt
Cc1ccc2c(N)c(C(=O)c3ccccc3)sc2n1	10	3	-1.3	0	?	9	0	0	2.2	-0.3
Cc1cc2[nH]c(=S)[nH]c2cc1C	9	4	1.2	-7	-1	-4	-9	5	-1.5	nt
CCOC(=O)C1=C(C)C(c2ccccc2O)NC(=O)N1 (configuration not stated)	8	9	0.3	-3	2	-22	-6	1	-2.2	0.8
COc1ccc(N(CC(=O)NCC(C)C)S(=O)(=O)c2ccccc2)cc1	-4	7	-1.2	-4	-4	8	7	1	-0.8	nt
CC(=O)Nc1ccc(S(=O)(=O)N(C)c2nc3ccccc3nc2Cl)cc1	8	-15	-0.5	7	2	-25	-11	24	0.7	4.3
COc1cc(C2NC(=S)NC(O)(C(F)(F)F)C2C(=O)c2cccs2)cc(OC)c1O (configuration not stated)	3	5	0.7	-16	2	36	-5	0	-0.8	nt
CCc1ccc(Nc2cc(C)nc3nc(C)nn23)cc1	2	13	-1.6	6	-5	4	1	2	0.2	3.0
O=C(Oc1cccc(N2C(=O)CCC2=O)c1)C1CC(=O)N(c2ccc(Br)cc2)C1 (configuration not stated)	-4	2	0.9	1	-7	2	6	0	-1.7	3.2
COc1ccc(C(=O)NCC2CCCN2S(=O)(=O)c2ccccc2)cc1OC (configuration not stated)	15	-14	nt	9	3	nt	nt	4	-1.4	-4.8
COc1ccc(CNC(=S)NCc2ccc(Cl)cc2)cc1OC	2	1	-0.7	-8	7	8	1	0	-3.5	0.7
CC1(C(=O)NCCc2ccccc2)Cc2c(-c3ccc4c(c3)OCO4)ccnc2O1 (configuration not stated)	-6	nt	nt	14	-1	nt	nt	46*	-0.8	1.0
CCOc1ccccc1N1C(=O)CN(Cc2ccc(OC)c(OC)c2)C1=S	4	-1	-0.4	10	-16	21	1	3	-3.0	0.5
Cc1ccc(C(=O)/C=C/c2ccc(F)cc2)o1	39*	-12	-1.9	-1	1	1	0	-3	-0.3	-1.0
COc1ccc(C(CC(=O)N2CCCC2)c2ccc(F)cc2)cc1 (configuration not stated)	-4	7	0.5	6	4	20	-3	0	-3.8	3.1
COc1ccc(NC(=O)COC(C)=O)cc1Cl	-3	-1	2.5	-13	-3	-12	0	0	-4.5	1.0
Cc1cccc(N2CCN(C(=O)c3ccc(NC4=NC5CS(=O)(=O)CC5S4)cc3)CC2C)c1 (configuration not stated)	4	1	1.9	16	8	2	-3	-1	0.9	-0.9
CCOc1cc(C(=O)OCc2ccc([N+](=O)[O-])cc2)ccc1OCC(=O)N1CCOCC1	-17	6	-0.3	3	7	nt	9	-5	-2.6	0.2
CC(c1ccccc1)n1c(N2CCNCC2)nc2c1c(=O)[nH]c(=O)n2C (configuration not stated)	7	11	0.9	-10	?	56*	nt	0	-2.7	-1.1
COc1cc(C(=O)OCC(C)=O)c([N+](=O)[O-])cc1OC	21	2	-1.8	-5	-3	-9	0	0	-4.6	-0.8
COc1ccc(-c2cc(=Nc3ccc(C)cc3)c3ccccc3o2)cc1	21	7	0.5	-15	0	5	-19	29*	0.2	0.3
Nc1c(C(=O)N/N=C/c2cccnc2)cnn1-c1ccccc1	7	15	1.3	6	-2	48	10	-2	-0.8	nt
O=S1(=O)N=C(N2CCc3ccccc3C2)c2ccccc21	-5	-8	-1.7	-4	2	23	0	0	-4.0	nt
Cc1ccc(S(=O)(=O)N(NC2=NS(=O)(=O)c3ccccc32)C(=O)c2ccccc2)cc1	5	-11	1.5	10	6	2	-11	1	-1.0	nt
Cc1ccc(-n2nc3c(N4CCC(C(=O)N5CCN(C)CC5)CC4)nnc(C)c3c2C)cc1	4	-5	-1.9	-15	6	-3	2	5	-1.2	35
Cn1c(=O)oc2cc(S(=O)(=O)N3CCN(c4cccc(Cl)c4)CC3)ccc21	3	-25	2.8	-10	1	30	-1	1	0.3	-4.9

Limited to BioA inh and DUSP3 inh, for some of the entries so far:
SMILES,BioA inh,DUSP3 inh
Cc1ccc2nc(-c3ccc(NC(=O)COC(=O)c4ccc(Br)o4)cc3)sc2c1,-1.1,8
COc1cccc(S(=O)(=O)N(C)C[C@@H]2OCc3cnnn3CCCC(=O)N([C@H](C)CO)C[C@@H]2C)c1,-3.8&-1.2,nt
